Screening results (PubChem)
NadD inh = inhibitors of Staphylococcus aureus NadD; inhibition, % at 20 µM; purified NadD enzyme, colorimetric absorbance read-out; AID 602399; actives 0.78% (n = 360,000); in the data active = inhibition above about 26%; also: some compounds past the cut are filed as inactive
CSN inh = blocks human CSN-mediated cullin deneddylation; Q92905; Purified CSN, SCF-Nedd8-OG deneddylation, fluorescence polarization; inhibition, % at 12.5 µM; actives 0.38% (n = 360,000); AID 651999;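 active = pattern-corrected inhibition above about 35%, with an unprinted fluorescence ratio check between 0.5 and 1.5, limit read from the data, passing the limit was not always enough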;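 also: 0% = enzyme with substrate and 100% = substrate without enzyme; some results filed as inactive read as strong as hits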
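Material: purified human Csn5 enzyme expressed in HEK293T cells / Medium: Tris buffer pH 7.5, NaCl, DTT, Tween-20, trehalose, ovalbumin / Compound dosing: 12.5 µM single point / Schedule: 90 min incubation of compound, enzyme and substrate at room temperature / Signal: fluorescence polarization of the substrate / Control set: no-enzyme wells high, enzyme-with-substrate wells low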
Scp-1 inhibitor = Scp-1 (human) phosphatase inhibition; Q9GZU7; Recombinant Scp1, phosphopeptide, malachite green phosphate absorbance; inhibition, % at 20 µM; actives 0.88% (n = 340,000); AID 493091;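 active = inhibition above about 50% at 20 µM, limit read from the data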;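 also: plate controls were DMSO wells with enzyme for no effect and wells lacking enzyme for full effect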
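Test system: SCP-1 catalytic domain; Buffer or medium: Acidic Tris acetate buffer with magnesium and detergent; Also added: Phosphorylated 17-residue peptide substrate; Compound: single 20 µM dose, 1% DMSO; Schedule: enzyme reaction 45 min at room temperature, colour 5 min, stabilisation 30 min; Signal: Phosphate-binding colour reagent, absorbance read at 630 nm.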
Tb MetRS inh = Trypanosoma brucei MetRS inhibition | purified T. brucei MetRS, ATP depletion, Kinase-Glo luminescence | actives 0.4% (n = 360,000) | inhibition, % at 11.9 µM;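 active = inhibition above a per-plate cutoff of the control wells' mean inhibition plus 3 SD, cut at about 5.5% in these data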;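 also: 0% = DMSO wells median and 100% = median of wells with control inhibitor compound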
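assay system = parasite MetRS enzyme | timing = 15 min preincubation, 2 h reaction, all 25 °C | evaluation = percent inhibition relative to median high and low control wells | medium = HEPES buffer containing pyrophosphatase, BSA, spermine, DTT | compound = single dose, 11.9 µM final nominal, 0.9% final DMSO | detection = Kinase-Glo luminescence, ATP depletion format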
LMPTP inh = LMPTP (human) inhibition; actives 0.22% (n = 360,000); P24666; recombinant LMPTP-A, OMFP fluorogenic substrate, fluorescence intensity; inhibition, % at 20 µM;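 active = compounds that cut the enzyme signal by at least half of the control window in the single-dose screen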;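 also: plate controls were DMSO wells with enzyme plus substrate for no effect and substrate without enzyme for full effect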
Target sequence (P24666 whole entry, looked up): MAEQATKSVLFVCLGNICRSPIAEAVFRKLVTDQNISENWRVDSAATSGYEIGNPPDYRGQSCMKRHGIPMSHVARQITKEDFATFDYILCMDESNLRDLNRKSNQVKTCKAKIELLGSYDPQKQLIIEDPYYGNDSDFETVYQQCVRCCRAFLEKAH
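material = LMPTP-A | quantity = 0.625 nM enzyme | reagent = OMFP substrate, 400 µM final | buffer or medium = Bis-Tris pH 6.0, DTT, detergent | detection = endpoint fluorescence intensity from OMFP dephosphorylation | dosing = single 20 µM dose | read-out basis = % inhibition relative to no-enzyme and uninhibited control wells | control set = no-enzyme and uninhibited controls | timing = 50 min at room temperature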
PABP1 MLLE inh = blocks PAM2 peptide binding to the PABP1 MLLE domain. P11940. GST-MLLE / FITC-PAM2 fluorescence polarization. inhibition, % at 20 µM. actives 0.36% (n = 360,000). AID 588489; in the data active = inhibition above about 35%, passing the limit was not always enough;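 also: plate controls were DMSO wells with GST-MLLE for no effect and wells lacking GST-MLLE protein for full effect; some results filed as inactive read as strong as hits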
DNMT1 block = inhibitors of human DNMT1; AID 588458; P26358; actives 0.83% (n = 360,000); inhibition (reported as % activation of signal), % at 10 µM; DNMT1 molecular beacon, Hinp1I cleavage, fluorescence; in the data active = inhibition above about 50%
SUMO1 PPI mod = alters human SUMO1 binding to SIM partners; actives 0.33% (n = 360,000); P63165; SUMO1 binding to a labelled peptide, TR-FRET, 1 h; inhibition, % at 20 µM; in the data active = inhibition above about 37%
STEP block = STEP (human) phosphatase inhibition | P54829 | recombinant STEP, OMFP fluorogenic substrate, fluorescence | inhibition, % at 20 µM | actives 0.25% (n = 360,000);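 active = inhibition at 20 µM, scaled per plate between control wells, above about 37%, limit read from the data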;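 also: 0% = DMSO with enzyme and substrate and 100% = substrate only without enzyme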
Target sequence (P54829 whole entry, looked up): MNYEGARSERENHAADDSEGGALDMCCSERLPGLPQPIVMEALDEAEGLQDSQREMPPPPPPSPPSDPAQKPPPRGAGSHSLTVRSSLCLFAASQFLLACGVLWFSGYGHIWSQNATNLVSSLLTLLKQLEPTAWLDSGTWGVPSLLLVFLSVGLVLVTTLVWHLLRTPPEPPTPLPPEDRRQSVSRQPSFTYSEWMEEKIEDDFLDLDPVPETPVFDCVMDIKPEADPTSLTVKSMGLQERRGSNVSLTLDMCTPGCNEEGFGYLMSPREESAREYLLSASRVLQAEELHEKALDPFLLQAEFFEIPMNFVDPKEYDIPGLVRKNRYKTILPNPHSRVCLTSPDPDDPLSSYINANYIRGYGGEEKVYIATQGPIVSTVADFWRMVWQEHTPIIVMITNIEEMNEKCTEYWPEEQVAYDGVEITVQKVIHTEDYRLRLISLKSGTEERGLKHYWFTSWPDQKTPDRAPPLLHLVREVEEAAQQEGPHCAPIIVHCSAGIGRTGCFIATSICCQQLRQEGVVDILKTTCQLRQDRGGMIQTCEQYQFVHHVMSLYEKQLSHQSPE
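Test system: STEP tyrosine phosphatase / Reagent: OMFP at 25 µM / Doses: 20 µM, 1% DMSO / Read-out: percent inhibition scaled to no-enzyme and uninhibited-enzyme controls, plate-pattern corrected / Detection: FITC-channel fluorescence of OMFP product / Medium: Bis-Tris buffer pH 6.0, 2.5 mM DTT, 0.005% Tween 20 / Schedule: 20 min at room temperature, dark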
Rpn11 block = inhibitors of human proteasome Rpn11. human 26S proteasome, Ub4-pepOG fluorescence polarization; 20S core pre-blocked with epoxomicin. calls only at 20 µM. actives 0.59% (n = 360,000). AID 588493;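 active = inhibition at 20 µM, scaled to each plate's controls, above about 33%, limit read from the data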
Target sequence (O00487 whole entry, looked up): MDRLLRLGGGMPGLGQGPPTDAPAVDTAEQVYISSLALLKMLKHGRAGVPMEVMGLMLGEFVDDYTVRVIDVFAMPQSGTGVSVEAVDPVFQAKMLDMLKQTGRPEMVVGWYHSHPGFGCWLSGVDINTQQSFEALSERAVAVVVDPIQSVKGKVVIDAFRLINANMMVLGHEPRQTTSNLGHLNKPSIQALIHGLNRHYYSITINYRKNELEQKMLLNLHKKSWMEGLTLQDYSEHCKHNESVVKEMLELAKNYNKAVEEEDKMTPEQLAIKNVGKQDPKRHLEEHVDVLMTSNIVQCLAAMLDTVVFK
Starred values were filed as active, the others as inactive; i = inactive; / = no result given; + = active, no number.

SMILES	NadD inh	CSN inh	Scp-1 inhibitor	Tb MetRS inh	LMPTP inh	PABP1 MLLE inh	DNMT1 block	SUMO1 PPI mod	STEP block	Rpn11 block
Cc1ccsc1C(=O)OCC(=O)Nc1nnc(-c2ccccc2)o1	3	-5	-4	-0.4	-2.7	-10	2	7	1	i
Cc1cccc(NC(=S)N2CCN(C(=O)c3ccco3)CC2)c1	3	-5	-2	0.6	3.0	-66	4	6	0	i
CC1Cc2ccccc2N1S(=O)(=O)c1cccc(C(=O)NCCCn2ccnc2)c1 (centres undefined)	-3	-3	-8	-0.8	-2.1	7	2	-6	0	i
CC1(C(=O)NCc2ccco2)Cc2c(-c3ccccc3)ccnc2O1 (centres undefined)	-3	2	/	-0.4	-2.0	-10	5	0	0	i
c1ccc(CN=C2CCCc3ccccc3N2)cc1	-1	-6	/	-0.2	1.2	-6	4	-2	-1	i
C[C@H](CO)N1C[C@H](C)[C@@H](CN(C)Cc2ccc(-c3ccccc3)cc2)Oc2c(NS(=O)(=O)c3cccs3)cccc2C1=O	-2	3	-2	-0.2	0.2	0	-5	7	2	i
O=C(NC1=NCCS1)c1ccc(Cl)c(Cl)c1	-1	0	-5	-0.6	-1.0	15	1	2	-1	i
COc1ccc(C2CC(c3cccs3)=NN2C(=O)CCC(=O)O)cc1OC (centres undefined)	-1	-1	-2	-1.4	-0.6	3	3	-7	1	i
Cc1[nH]nc2c1C(c1ccccc1F)CC(=O)N2 (centres undefined)	0	2	4	0.0	-0.9	-2	2	2	-1	i
O=C(COc1ccccc1)NC(Cc1c[nH]c2ccccc12)C(=O)O (centres undefined)	-5	-2	-13	-0.6	-2.9	-6	-4	4	-2	i

Brought forward from above: five compounds, then new ones.
SMILES	NadD inh	CSN inh	Scp-1 inhibitor	Tb MetRS inh	LMPTP inh	PABP1 MLLE inh	DNMT1 block	SUMO1 PPI mod	STEP block	Rpn11 block
C[C@H](CO)N1C[C@H](C)[C@@H](CN(C)Cc2ccc(-c3ccccc3)cc2)Oc2c(NS(=O)(=O)c3cccs3)cccc2C1=O	-2	3	-2	-0.2	0.2	0	-5	7	2	i
O=C(NC1=NCCS1)c1ccc(Cl)c(Cl)c1	-1	0	-5	-0.6	-1.0	15	1	2	-1	i
COc1ccc(C2CC(c3cccs3)=NN2C(=O)CCC(=O)O)cc1OC (centres undefined)	-1	-1	-2	-1.4	-0.6	3	3	-7	1	i
Cc1[nH]nc2c1C(c1ccccc1F)CC(=O)N2 (centres undefined)	0	2	4	0.0	-0.9	-2	2	2	-1	i
O=C(COc1ccccc1)NC(Cc1c[nH]c2ccccc12)C(=O)O (centres undefined)	-5	-2	-13	-0.6	-2.9	-6	-4	4	-2	i
NC(=O)c1sc2nc(-c3ccccc3)c3c(c2c1N)CCCC3	17	7	-1	-0.2	-0.9	22	-2	-1	0	i
O=C(NCc1ccccc1)C1CCCN1S(=O)(=O)c1ccc(Cl)cc1 (centres undefined)	0	-1	-10	0.1	-0.8	2	0	2	-3	i
CCn1cc(NC(=O)Nc2ccccc2C(=O)OC)c(C(N)=O)n1	1	0	7	-0.8	-1.6	2	1	8	-1	i
CCn1c(C)c(C(C)=O)c(N2CCN(c3ccc(OC)cc3)CC2)nc1=S	9	22	1	-0.8	23	-87	10	-5	4	i
CCCCc1ccc(NC(=S)Nc2ccc(Nc3ccc(OC)cc3)cc2)cc1	22	-11	20	-1.5	5.1	32	-27	0	4	i
CCOC(=O)C1CCCN(S(=O)(=O)c2cc3c4c(c2)CCC(=O)N4CCC3)C1 (centres undefined)	-2	-5	-3	-0.2	-1.7	14	1	-3	3	i
CC(C)(C)C(=O)NC(=S)NCCc1ccccc1	-4	7	-4	0.5	-1.0	14	2	-1	2	i
CC(C)C(=O)NC(Nc1cc(C(F)(F)F)ccc1Cl)C(Cl)(Cl)Cl (centres undefined)	-5	1	-9	-0.5	2.7	14	-1	-1	0	i
Cc1ccc(N(CC(=O)Nc2cccc(Cl)c2C)S(C)(=O)=O)cc1	-4	-2	-5	-0.5	-0.8	22	2	5	0	i
CCOC(=O)C1=C(C)NC(SCC(=O)Nc2cc(C)on2)=C(C#N)C1c1cccs1 (centres undefined)	1	-4	0	-1.1	-1.6	-32	1	-2	-3	i
O=C(c1cc(-c2ccccc2)nn1-c1ccccc1)N1CCN(S(=O)(=O)c2cccc(F)c2)CC1	6	1	-6	-0.6	4.5	-9	-1	-5	1	i
Cc1ccc(C(=O)COC(=O)c2nc3nccc(C)n3n2)c(C)c1	4	2	-10	-0.2	-2.5	-25	3	2	3	i
CCOC(=O)c1c(S(=O)(=O)N2CCN(c3ccc(C(C)=O)cc3)CC2)c(C)n(C)c1C	-1	0	-8	0.2	-0.8	-12	0	-5	-2	i
COC(=O)c1ccc(-c2ccco2)n1Cc1cc(C)ccc1C	11	3	-4	-1.5	0.8	8	4	1	4	i
COc1ccc(OC(C)C(=O)NC2CC(C)(C)NC(C)(C)C2)cc1 (centres undefined)	-4	3	13	-1.0	0.0	-1	-4	-3	-4	i
Cc1cnc(C(=O)Nc2ccc3c(c2)CCC3)cn1	-3	4	10	-1.6	-1.1	0	1	-2	-4	i
Cc1cccc(CNC(=O)c2ccc3c(c2)N(C)CCS3)c1	1	-8	-11	0.7	-0.4	2	-2	-4	1	i
COc1ccc(-n2c(SCC(=O)NCC3CCCO3)nc3n[nH]c(C)c3c2=N)cc1 (centres undefined)	-5	3	5	-2.1	-9.3	-10	2	7	-3	i
C[C@@H]1CN([C@@H](C)CO)C(=O)CCCn2cc(nn2)CO[C@H]1CN(C)C(=O)OCc1ccccc1	2	8	/	-0.3	-1.8	4	5	1	-2	i
O=C(NCCCN1CCOCC1)c1ccc2c(=O)n(CCc3ccccc3)c(=O)[nH]c2c1	-11	7	-6	0.2	-2.8	-5	0	2	-3	i
COCCC(=O)NC1CCCc2c1cnn2-c1cccc(C)c1C (centres undefined)	0	1	-12	-0.2	-0.3	6	1	1	-2	i
O=C1Nc2ccccc2C1=Nc1ccc(F)cc1	-7	1	-6	-0.7	-0.8	-1	-3	-32	5	i
Cc1ccc(-c2nnn(CC(=O)NC3CC4CCC3C4)n2)cc1 (centres undefined)	5	5	0	-0.2	-0.7	22	4	1	-4	i
O=C(CNC(=O)c1ccco1)N/N=C/c1cc(Br)ccc1O	-1	0	-5	0.6	0.6	-4	1	-2	0	i
Cc1c(C(=O)NCc2cccc(C(F)(F)F)c2)sc(=O)n1Cc1ccc(C(=O)N(C)C)cc1	-2	1	/	-0.2	-1.7	3	-2	5	-3	i
Cc1ccc(Cc2c(-c3ccc(F)cc3)nc3c(C)cc(Br)cn23)cc1	13	0	/	-0.4	1.3	-7	8	2	0	i
COc1cccc(C(=O)N2CCN=C2SCc2cccnc2)c1OC	-6	-8	-3	-0.6	-1.5	15	-3	0	1	i
COc1ccc([C@@H]2C[C@H]3[C@@H](CN2S(=O)(=O)c2ccccc2)C(=O)C[C@@H](c2ccc(C)cc2)N3S(=O)(=O)c2ccc(C)cc2)cc1	20	10	/	0.3	-0.2	-3	-1	2	1	i
Cc1cccc(NC(=O)CN2C(=O)CCSc3ccc(S(=O)(=O)N4CCOCC4)cc32)c1C	-1	-1	42	0.1	8.7	-13	19	1	35	i
O=C(Nc1nnc(SCC(=O)N2CCCCC2)s1)c1ccccc1F	0	-1	15	0.1	-1.2	11	1	-1	0	i
O=C1CCc2cc(S(=O)(=O)N3CCCC3C(=O)NC3CCCCCCC3)ccc2N1 (centres undefined)	-4	5	6	-0.8	-0.8	-2	3	3	0	i
Cn1c(Cn2c(=O)sc3ccccc32)nnc1SCC(=O)NCc1ccccc1Cl	-2	3	3	-0.3	-2.1	11	3	1	-1	i
CCC(C)(C(=O)Nc1ccc(OC)cc1)N(C)C(=O)Cn1nnnc1N (centres undefined)	-3	2	-1	0.3	-0.1	-8	3	3	0	i
Cn1nnc(NC(=S)NC(=O)/C=C/c2ccco2)n1	8	4	4	0.0	-0.6	30	6	-8	1	i
CNC(=O)/C=C/c1cccc(C(F)(F)F)c1	2	1	-8	0.2	-1.5	-4	0	-1	2	i
O=C(NCc1cccc(C(F)(F)F)c1)c1csc(COCCO)n1	1	-7	/	-0.3	-1.5	0	0	-2	0	i
Cc1cc(/C=C2\SC(=S)NC2=O)c(C)n1-c1ccccc1	26	40*	4	-0.7	3.9	-73	21	-3	0	+
CCc1c(-c2ccc(Cl)cc2)ncn1Cc1cccc(-c2ccccc2)c1	/	3	/	0.6	10	/	/	-4	/	/
CC[C@H](C)Cc1cn([C@@H](CCCCN)C(=O)NCCCCCCCCCCC(=O)N2CCNCC2)nn1	-3	-1	1	-0.4	-9.3	-10	0	-75	-3	i
CC(=O)N1N=C(c2cccs2)CC1c1ccc(C)o1 (centres undefined)	-3	0	-7	-0.7	-0.4	14	2	-3	-3	i
C=CCOc1ccc(CNCC2CCCO2)cc1 (centres undefined)	-5	0	8	0.0	-1.3	-6	1	9	0	i
CCCCn1c(=N)n(CC(O)COc2ccc(C)cc2)c2ccccc21 (centres undefined)	-1	1	-7	0.7	-0.3	-5	6	-2	2	i
Cc1ccc(SC(C)c2nc(-c3cccnc3)no2)cc1 (centres undefined)	-3	-2	15	-2.0	0.3	12	-5	-2	4	i
C[C@@H]1CCCCO[C@@H](CN(C)C(=O)CCCN(C)C)[C@@H](C)CN([C@H](C)CO)C(=O)c2cc(NC(=O)CCC(F)(F)F)ccc2O1	-12	-5	/	-0.6	-3.2	-4	-8	1	-3	i
COCCNC(=S)N1CCN(c2ccc(Cl)cc2)CC1	-7	2	-3	-0.7	0.4	-129	-4	-2	5	i

In another format: two of the compounds above
| NadD inh | CSN inh | Scp-1 inhibitor | Tb MetRS inh | LMPTP inh | PABP1 MLLE inh | DNMT1 block | SUMO1 PPI mod | STEP block | Rpn11 block | canonical_smiles |
| --- | --- | --- | --- | --- | --- | --- | --- | --- | --- | --- |
| -12 | -5 | / | -0.6 | -3.2 | -4 | -8 | 1 | -3 | i | C[C@@H]1CCCCO[C@@H](CN(C)C(=O)CCCN(C)C)[C@@H](C)CN([C@H](C)CO)C(=O)c2cc(NC(=O)CCC(F)(F)F)ccc2O1 |
| -1 | 1 | -7 | 0.7 | -0.3 | -5 | 6 | -2 | 2 | i | CCCCn1c(=N)n(CC(O)COc2ccc(C)cc2)c2ccccc21 (centres undefined) |
